TbREL1 primary – TbREL1 inhibition, primary screen; inhibition, % at 9.66 µM; AID 1117264; TbREL1 RNA ligation, FRET fluorescence; hit rate 0.49% among 89,000; P86926;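 active = inhibition above the mean inhibition across all screened compounds plus 3 SD, cut at about 11% in these data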;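 also: 0% = plate median of test wells and 100% = NSC42067 control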
Target sequence (P86926 whole entry, looked up): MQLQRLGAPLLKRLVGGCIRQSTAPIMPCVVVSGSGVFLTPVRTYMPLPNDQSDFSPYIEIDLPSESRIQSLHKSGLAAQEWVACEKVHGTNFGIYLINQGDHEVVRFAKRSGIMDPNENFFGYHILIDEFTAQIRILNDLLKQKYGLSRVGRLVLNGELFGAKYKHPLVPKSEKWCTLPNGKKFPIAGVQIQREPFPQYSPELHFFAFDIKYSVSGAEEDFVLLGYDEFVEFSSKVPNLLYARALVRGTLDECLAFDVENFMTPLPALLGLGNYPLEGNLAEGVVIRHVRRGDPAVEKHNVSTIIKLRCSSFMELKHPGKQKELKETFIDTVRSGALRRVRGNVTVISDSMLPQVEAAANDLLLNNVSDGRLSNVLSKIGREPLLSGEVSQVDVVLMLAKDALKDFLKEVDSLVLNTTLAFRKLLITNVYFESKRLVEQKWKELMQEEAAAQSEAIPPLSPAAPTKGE
* hit, by the source's call. A portion of the library; count on the stated rates, not on these rows.

SMILES	TbREL1 primary
NC(=O)CC(NC(=O)Cc1ccc(Cl)cc1)c1ccc(NCCc2ccccc2F)c([N+](=O)[O-])c1 (stereo not given)	3
CCO/C(C)=N/Oc1cncnc1	1
O=C(Nc1ccc(Cc2nc3ccccc3s2)cc1)c1ccncc1	3
CCOC1=C2[C@H](c3ccccc3F)N(S(=O)(=O)c3ccc(C)cc3)C[C@H]2n2c(=O)n(-c3ccccc3)c(=O)n2C1	2
COc1ccccc1N1CCN(C(=O)CSc2nnc(C)n2C2CC2)CC1	6
COc1ccccc1N(C(=O)c1snc(C(N)=O)c1N)C(C(=O)NCc1ccccc1)c1ccc(C)o1 (stereo not given)	-3
Cc1ccc(S(=O)(=O)N/N=C\c2ccc([N+](=O)[O-])o2)cc1C	5
CCOc1ccccc1NC(=O)CN(c1cc(C)cc(C)c1)S(=O)(=O)c1c(C)noc1C	1
CCn1c(SCc2ccc(Cl)cc2)nc2nc3c(cc2c1=O)CCCC3	0
CCC(C)C(=O)Nc1nc(C)c(-c2csc(Nc3cc(Cl)ccc3OC)n2)s1 (stereo not given)	-2
CC(=O)Nc1ccc(S(=O)(=O)Nc2cccc(-c3nc4ccccc4o3)c2)cc1	-1
CS(=O)(=O)N1CCN(c2ccccc2NC(=O)CSc2ccc(Cl)cc2)CC1	1
CC1(C)CC(=O)C(C(=O)/C=C/c2ccco2)C(=O)C1	-1
O=C(c1ccc(Br)o1)N1CCN(Cc2ccc3c(c2)OCO3)CC1	27*
C[C@H](CO)N1C[C@H](C)[C@H](CN(C)S(=O)(=O)c2cccc(C#N)c2)OCc2cnnn2CCCC1=O	4
Cc1ccc(S(=O)(=O)N2CCN(C(=O)C3COc4ccccc4O3)CC2)cc1C (stereo not given)	1
CCOC(=O)c1oc2ccccc2c1NC(=O)C(C)(C)C	-1
CC(=O)Nc1ccc2c(c1)OCCOCCOc1cc(NC(C)=O)ccc1OCCO2	0
COc1ccc(-c2cnnn2-c2ccc(N)cc2)cc1OC	0
N#CCCN(Cc1ccccc1)C(=S)Nc1ccccc1	1
Cc1cc2cc3c(cc2nc1SCC(=O)N1CCCC1)OCCO3	3
CCCS(=O)(=O)NC(=O)C1(C)CCCN(C(=O)c2cccc(C(F)(F)F)c2)C1 (stereo not given)	-2
COc1ccc(CNc2oc(-c3cccc4ccccc34)nc2P(=O)(OC)OC)cc1	-4
NCCCCCc1nnc(SCc2cccc(Cl)c2)o1	6
Cc1cc(C)cc(NC(=O)CCN2CCCC2)c1	-2
COc1ccccc1N1C(=O)C2C(c3ccccc3F)NN(C(=O)c3ccc(C)cc3)C2C1=O (stereo not given)	0
O=C(CSc1nnc(-c2ccccc2)n1-c1ccccc1)Nc1cccc2ccccc12	-5
O=C(CSc1nc2ccccc2n1Cc1ccccc1Cl)NN=C/C(Br)=C/c1ccccc1	0
CC(NS(=O)(=O)c1ccc(Cl)c(Cl)c1)C(=O)OCC(=O)Nc1ccc2c(c1)OCO2 (stereo not given)	1
COCc1ccc(CN2CCC(Oc3ccc(C(=O)NCc4ccccn4)cc3)CC2)o1	4
COc1ccc(-c2nc(SCc3ccccc3)n(C(=O)c3ccco3)n2)cc1	6
Cc1ccc(S(=O)(=O)N2CCCCC2)cc1NC(=O)CCN1C(=O)C2CC=CCC2C1=O (stereo not given)	-2
C/C=C/c1ccc(OCCSc2nc(C)cc(=O)[nH]2)c(OC)c1	-5
O=C(Nc1ccsc1C(=O)N1CCCCCC1)c1ccccc1	5
COc1cc(OC)cc(-c2nc3nc(C)c(CCC(=O)O)c(C)n3n2)c1	-3
Cn1cc(-c2coc3c(C(=O)Nc4ccccc4)cccc23)cn1	4
CC(C)C(OC(=O)CCCC(=O)Nc1nccs1)C(=O)NC1CCCCC1 (stereo not given)	0
O=C(CCS(=O)(=O)c1ccccc1)Nc1nncs1	-2
Cc1ccc(C(=O)NCCN2C(=O)C3C4C=CC(C4)C3C2=O)cc1 (stereo not given)	0
CC(=O)N1CCN(C(=O)CCC(=O)O)CC1	-2
CCc1ccccc1NC(=O)c1cnc2n(c1=O)CCS2	-3
COc1cc(C=O)ccc1Oc1nnnn1-c1ccc(C(N)=O)cc1	0
O=C(CN1C(=O)C2CCCCC2C1=O)Nc1ccc(OC(F)F)c(Cl)c1 (stereo not given)	1
COc1ccc(CN(Cc2nc3ccccc3c(=O)[nH]2)C(=O)c2ccco2)cc1	-1
O=C(Nc1cccc(S(=O)(=O)N2CCCCC2)c1)c1ccc(N2CCCC2=O)cc1	3
CC1/C(=C\c2ccc(Cl)cc2)C(=O)C2CC1C2(C)C (stereo not given)	0
CCOC(=O)c1c(CN2CCN(C)CC2)n(C)c2cc(Br)c(OC)cc12	1
C/C(=N\NC(=O)c1cc2c(s1)CCC(C)C2)c1ccc[nH]1 (stereo not given)	-3
Cn1cc(CN2CCN(c3ccccc3)CC2)c2ccccc21	1
NC(=O)COC(=O)c1cc(=O)[nH]c2ccc(S(=O)(=O)Nc3ccc(F)cc3)cc12	3
CC(/C=C/c1ccc(N(C)C)cc1)=N\N=C(/N)SC1CC(=O)N(c2ccc(C(=O)O)cc2)C1=O (stereo not given)	-5
O=C(O)CCC(=O)N(Cc1cccnc1)Cc1cccc(F)c1	-1
O=C(O)c1ccc(COc2ccc([N+](=O)[O-])cc2Cl)cc1	4
CC1(C(=O)Nc2ccc3c(c2)OCCO3)CCN1Cc1ccc2ccccc2c1 (stereo not given)	-3
CCN(CC)S(=O)(=O)c1ccc(N2CCOCC2)c(NC(=O)c2ccccc2F)c1	-3
CC1CCCN(C(=O)CCNC(=O)c2ccccc2Cl)C1 (stereo not given)	6
COc1ccc(OCCCC(=O)Oc2ccc(OC)cc2)cc1	3
O=C(Cn1[nH]c(=O)c2ccccc2c1=O)Nc1ccc2c(c1)CCC2	1
CC(Cl)C(=O)c1c[nH]c2ccccc12 (stereo not given)	1
CN(c1ccc(OCC(=O)OCC(=O)Nc2ccccc2)cc1)S(=O)(=O)c1ccc(F)cc1	-2
(next part)
SMILES	TbREL1 primary
CCN(CC)C(=O)c1oc(=O)c2ccccc2c1-c1ccc(C)cc1	-1
COc1ccccc1/C=C/C=N/Nc1cccc(C(=O)O)c1	-11
C#CCN1C[C@@]2(O)CC[C@@H](O)[C@@H](OC)[C@@H]2[C@@]1(C)[C@H](O)CC=C(C)C	-4
CNC(C)C(=O)NC(C(=O)N1CCCC1C(=O)Nc1ccc2[nH]ccc2c1)C(C)C (stereo not given)	2
O=C1C2CC=C(Cl)CC2C(=O)N1CCc1ccccc1 (stereo not given)	-4
COc1cc2[nH]c(=S)n(N(C(C)=O)C(C)=O)c(=O)c2cc1OC	-2
Cc1ccc([C@H]2C[C@H](O)[C@@H](n3cc(C4CC4)nn3)CN2C(=O)C2CCCCC2)cc1	-1
CCOC(=O)c1sc(=S)n(C)c1NC(=O)c1ccccc1C	-2
O=C(O)C1CCN(C(=O)c2cc(F)cc3c2OCOC3)CC1	-2
COc1ccccc1CNC(=O)C1CCCN1S(=O)(=O)c1cccc2cccnc12 (stereo not given)	-1
Cc1cc(NC(=O)C2CCCN2C(=O)Nc2cccc(Cl)c2)ccc1-n1cnnn1 (stereo not given)	-2
FC(F)(F)c1nc2ccccc2n2c(-c3ccc(Cl)cc3Cl)nnc12	-2
Cc1cc(NC(=O)CCC(=O)N(c2ccccc2)C(C(=O)NC2CCCC2)c2ccccc2C)no1 (stereo not given)	-1
O=S(=O)(CCc1ccncc1)C1Cc2cccc3cccc1c23 (stereo not given)	-1
Cc1ccc(/C=C/C(=O)NCc2cccs2)c(C)c1	0
CCCCSCCCNC(=O)Nc1ccc(C)c(C)c1	-2
CCCCn1c(Cn2nc(C(=O)O)c3ccccc3c2=O)nc2cc(S(N)(=O)=O)ccc21	0
Cc1ccc(C(=O)Nc2ccc(CC(=O)O)cc2)o1	-1
Cc1ccc(S(=O)(=O)/N=C(/Nc2cccc(C(=O)O)c2)c2ccccc2)cc1	-2
COC(=O)C[C@@H]1C[C@@H]2c3cc(NC(=O)Cc4ccncc4)ccc3O[C@@H]2[C@@H](CO)O1	-2
O=C(CN1CCOCC1)Nc1ccc(Cl)cc1	0
COCCNC(=O)c1ccccc1NC(=O)c1ccccc1N(C)S(C)(=O)=O	3
Cc1cccc(N2CCN(C(=O)c3cc4c(=O)[nH]c5ccccc5c4n3C)CC2)c1C	5
O=C(NCc1ccncc1)C(=O)NCC1OCCN1S(=O)(=O)c1ccc(Cl)cc1 (stereo not given)	0
CCCCC(=O)Nc1ccc(C(=O)Nc2cccnc2)cc1	-4
Nc1nc2n(n1)C(c1cccc(Cl)c1)CC(c1ccc(F)cc1)N2 (stereo not given)	-2
COc1ccc(C2(C)NC(=O)N(CC(=O)NCC(=O)Nc3ccc(F)c(F)c3F)C2=O)cc1OC (stereo not given)	-1
CC1=C(C(=O)N(C(C)C)C(C)C)CC(CC(=O)NCC2CCCCC2)C(=O)N1Cc1ccc(F)cc1 (stereo not given)	-1
Cc1cccc2c1CC(C)(C)N=C2C1=C(O)CCCC1=O	-2
COc1ccc(CN2C(=O)C(CC(=O)NCCCN(C)C)CC(C(=O)N3CCOCC3)=C2C)cc1 (stereo not given)	6
COc1ccc2ccccc2c1C1CC(=O)N2CN(C)CSC2=C1C#N (stereo not given)	-2
COc1ccc(NC(=O)/C(N=Nc2cccc(S(=O)(=O)Nc3ccc(SC(F)F)cc3)c2)=C(\C)O)cc1	4
COc1ccc(-c2cc(C(=O)O)c3ccccc3n2)c(OC)c1	9
O=C(Nc1ccc2[nH]c(=O)[nH]c2c1)c1cc(F)c(F)cc1Cl	2
Cc1n[nH]c(=O)nc1NCc1ccco1	-2
COc1ccc(-c2cc(NC=O)c3ncc(-c4ccc(OC)c(OC)c4)n3c2)c(OC)c1	-2
Cc1cc(C)n2nc(SCC(=O)NC(=O)c3ccc(OC(F)F)cc3)nc2n1	-2
O=C1CC(c2ccccc2)CC(O)=C1C=NCc1ccco1 (stereo not given)	-3
COc1ccc(NC(=O)c2cc(S(=O)(=O)N3CCCCC3)ccc2N2CCCCC2)cn1	-3
CCC(c1nnnn1Cc1cccs1)N1CCN(C2CCCC2)CC1 (stereo not given)	-1

Compounds listed so far with a thiophene ring, fused or not:
SMILES	TbREL1 primary
O=C(Nc1ccsc1C(=O)N1CCCCCC1)c1ccccc1	5
C/C(=N\NC(=O)c1cc2c(s1)CCC(C)C2)c1ccc[nH]1 (stereo not given)	-3
Cc1ccc(/C=C/C(=O)NCc2cccs2)c(C)c1	0
CCC(c1nnnn1Cc1cccs1)N1CCN(C2CCCC2)CC1 (stereo not given)	-1

The list goes on:
SMILES	TbREL1 primary
COc1ccc(/C=C2\SC(=S)N(CC(=O)NCCO)C2=O)cc1	-4
COc1ccccc1S(=O)(=O)Cc1ccc(C(=O)NCc2ccc(C)cc2)o1	-1
CCOC(=O)C(/C=C(\C#N)C(=O)OCC)=C(/N)N1CCN(c2ccccc2)CC1	-4
CCOc1ccc(NC(=O)Nc2ccc(Cc3ccncc3)cc2)cc1	9
Cc1n[nH]c(=S)n1/N=C/c1ccc(OCc2ccc(Cl)cc2Cl)cc1	-3
CCOc1ccc(CCNC(=O)CCC(=O)N2CCSc3ccccc32)cc1OCC	-2
CNC(=S)Nc1ccc(C)cc1	-4
COc1cccc(C2CC(c3ccc(Cl)cc3Cl)Nc3nc(N)nn32)c1 (stereo not given)	-2
CCOC(=O)c1c(C)oc2c(CC(=O)c3ccccc3)c(Cl)c(O)c(O)c12	0
O=C(CC1Sc2ccccc2NC1=O)OCC(=O)N1CCc2ccccc21 (stereo not given)	5
COC(=O)c1c(C)nc(C)c(C(=O)OC)c1-c1ccc(OC)c(OC)c1	-2
O=c1oc2ccccc2c(O)c1Cc1cc(Cl)c2cccnc2c1O	-9
COC(=O)c1[nH]c2ccc(C)cc2c1NC(=O)CN1CCN(Cc2ccccc2)CC1	-7
O=[N+]([O-])c1cc(-c2ccc(C(=S)N3CCOCC3)o2)ccc1Cl	-4
CN(CC(=O)Nc1cccc(F)c1)C(=O)C1CCN(C(=O)c2ccc(Cl)cc2)CC1	6
Fc1cccc(Cc2c(-c3cccc(Br)c3)nc3ccc(Cl)cn23)c1	3
Cc1ccc(OCCNC(=O)C(C)SCC(=O)Nc2ccc(F)cc2)cc1 (stereo not given)	-1
O=S(=O)(c1ccc(Oc2ccc(Cl)cc2)nc1)N1CCOCC1	-1
COc1ccccc1CNC(=S)Nc1cc(C)ccc1C	-6
NC(=O)c1c(NC(=O)c2cccnc2Cl)sc2c1CCCC2	-1

Quoted at random: 7 records from the list
SMILES	TbREL1 primary
CN(CC(=O)Nc1cccc(F)c1)C(=O)C1CCN(C(=O)c2ccc(Cl)cc2)CC1	6
COC(=O)c1c(C)nc(C)c(C(=O)OC)c1-c1ccc(OC)c(OC)c1	-2
O=C(CC1Sc2ccccc2NC1=O)OCC(=O)N1CCc2ccccc21 (stereo not given)	5
Cc1n[nH]c(=S)n1/N=C/c1ccc(OCc2ccc(Cl)cc2Cl)cc1	-3
CCOc1ccc(NC(=O)Nc2ccc(Cc3ccncc3)cc2)cc1	9
O=c1oc2ccccc2c(O)c1Cc1cc(Cl)c2cccnc2c1O	-9
CCOC(=O)c1c(C)oc2c(CC(=O)c3ccccc3)c(Cl)c(O)c(O)c12	0

Next records.
SMILES	TbREL1 primary
Cc1cc(C)nc(SCc2cc(=O)c(OC(=O)c3ccc(Br)o3)co2)n1	-5
COc1ccc(C)cc1NC(=O)C1CCCN(S(=O)(=O)c2ccc(-n3cnnn3)cc2)C1 (stereo not given)	2
CCOC(=O)C1(Cc2cccc(F)c2)CCN(Cc2cnc(C)s2)CC1	-3
O=C(COc1ccccc1Cl)N1CCNC1=O	6
CCc1ccc(-c2cc(C)no2)cc1S(=O)(=O)NCCc1ccccc1	2
Cc1[nH]c2ccc(C(=O)OCCN(C)C)cc2c1C	-3
N=c1sccn1CC(=O)NCCc1ccc(Cl)cc1	-1
CCOc1ccc(NC(=O)N2CCC(C(=O)c3ccc(F)cc3)CC2)cc1	-4
O=C(COc1ccc([N+](=O)[O-])cc1)N(Cc1ccccc1)Cc1ccccc1	1
COc1ccc(-n2c(=S)[nH]c3cc(C(=O)NCCCN4CCCC4=O)ccc3c2=O)cc1OC	-2

Given with bars between the fields: part of the list above.
SMILES | TbREL1 primary
Cc1cc(C)nc(SCc2cc(=O)c(OC(=O)c3ccc(Br)o3)co2)n1 | -5
COc1ccc(C)cc1NC(=O)C1CCCN(S(=O)(=O)c2ccc(-n3cnnn3)cc2)C1 (stereo not given) | 2
CCOC(=O)C1(Cc2cccc(F)c2)CCN(Cc2cnc(C)s2)CC1 | -3

Assay outcomes deposited in PubChem by The Scripps Research Institute Molecular Screening Center.
